STAT3 blocker: reduces IL-6 driven STAT3 reporter signal; U3A cells, IL-6 STAT3-luciferase reporter, luminescence; host cell line lacks STAT1; inhibition, % at 5.5 µM; 190,000 tested, 0.89% active;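 active means inhibition above the mean inhibition across all screened compounds plus 3 SD, cut at about 44% in these data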;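 further: 0% = DMSO only wells and 100% = 100 µM nifuroxazide control wells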
APP transl inh: APP translation inhibition; inhibition, % at 2 µM; AID 1285; 190,000 tested, 0.82% active; SH-SY5Y APP 5'UTR-luciferase reporter, luminescence;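 active means inhibition above a set limit, derived from the sample mean plus 3 SD, cut at about 45% in these data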; further: values of inactives mirror those of a sister screen read the other way
STAT3 act: increases IL-6 driven STAT3 reporter signal; U3A cells, IL-6 STAT3-luciferase reporter, luminescence; 100% = signal with IL-6 EC80 alone; activation (% of control), % at 5.6 µM; 190,000 tested, 0.91% active; AID 871;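 active means activation above the screen-wide mean of compound activation plus 3 SD, cut at about 130% in these data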;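 further: 0% = background luminescence of wells with medium and substrate only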
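System – human U3A cells carrying STAT3-luciferase construct · Probe or stimulus – Interleukin-6, 33 ng/mL · Schedule – compound 1 h, then IL-6 6 h at 37 °C · Signal – luminescence from STAT3-driven luciferase reporter · Evaluation – percent of IL-6-only median luminescence · Benchmarks – IL-6-only high control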
NF-kB neuron act: raises NF-kB expression in human neuronal cells | NF-kB reporter expression; active compounds read high | 190,000 tested, 1.6% active | fold change at 12.5 µM; in the data active means fold change above about 3.3
STAT1 blocker: STAT1 signaling inhibition | NIH 3T3 STAT1-luciferase reporter, IFN-gamma, luminescence | inhibition, % at 5.5 µM | 200,000 tested, 0.35% active | AID 920;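 active means inhibition above a set limit, the mean inhibition across all tested compounds plus 3 SD, cut at about 34% in these data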;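 further: 0% = IFN-gamma with DMSO and 100% = IFN-gamma with 300 µM nifuroxazide; values of inactives mirror those of a sister screen read the other way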
RAM network inh: blocks the yeast RAM network; S. cerevisiae dse1pr::URA3 reporter, 5-FOA growth OD615, 2 d; analog-sensitive cbk1-as2 kinase mutant strain; inhibition, % at 50 µM; 190,000 tested, 1.8% active;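 active means inhibition above a set limit, 3 SD over mean compound inhibition, cut at about 8.4% in these data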;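 further: 0% = DMSO-only wells with no growth and 100% = 10 µM 1-NA-PP1 full growth; inhibition rescues growth on 5-FOA so higher OD means more RAM inhibition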
Hsp70 activator: switches on Hsp70 transcription. HeLa Hsp70 promoter luciferase reporter, luminescence; scaled: vehicle 0, proteasome-inhibitor control 100%. activation, % at 10 µM. 200,000 tested, 0.04% active. AID 1203;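 active means activation above the mean across all tested compounds plus 3 SD, cutoff set per campaign, cut at about 5.5% in these data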;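 further: 100% = MG132 at 30 µM as the positive control and 0% = DMSO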
STAT1 act: STAT1 signaling activation. NIH 3T3 STAT1-luciferase reporter, IFN-gamma, luminescence; 100% = IFN-gamma alone, no compound. activation (% of control), % at 5.5 µM. 200,000 tested, 2.6% active;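 active means activation above the screen-wide mean activation plus 3 SD, cut at about 130% in these data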;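 further: raw ratio to IFN-gamma control signal so 100% means no change and 0% no light; values of inactives mirror those of a sister screen read the other way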
APP 5'UTR act: APP 5'UTR luciferase reporter activation; activation, % at 2 µM; AID 1276; 190,000 tested, 1% active; SH-SY5Y APP 5'UTR luciferase reporter, luminescence; zero percent = DMSO vehicle wells;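 active means activation above a set limit, based on mean plus 3 SD of controls, cut at about 140% in these data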; further: values of inactives mirror those of a sister screen read the other way
FLuc inhib CS: inhibits firefly luciferase, flagging false hits in luciferase inhibition screens. P08659. ATPLite firefly luciferase biochemical luminescence, 10 min. inhibition, % at 10 µM. 200,000 tested, 1.5% active;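 active means inhibition above about 50% when tested at 10 µM, limit read from the data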
Target sequence (P08659 whole entry, looked up): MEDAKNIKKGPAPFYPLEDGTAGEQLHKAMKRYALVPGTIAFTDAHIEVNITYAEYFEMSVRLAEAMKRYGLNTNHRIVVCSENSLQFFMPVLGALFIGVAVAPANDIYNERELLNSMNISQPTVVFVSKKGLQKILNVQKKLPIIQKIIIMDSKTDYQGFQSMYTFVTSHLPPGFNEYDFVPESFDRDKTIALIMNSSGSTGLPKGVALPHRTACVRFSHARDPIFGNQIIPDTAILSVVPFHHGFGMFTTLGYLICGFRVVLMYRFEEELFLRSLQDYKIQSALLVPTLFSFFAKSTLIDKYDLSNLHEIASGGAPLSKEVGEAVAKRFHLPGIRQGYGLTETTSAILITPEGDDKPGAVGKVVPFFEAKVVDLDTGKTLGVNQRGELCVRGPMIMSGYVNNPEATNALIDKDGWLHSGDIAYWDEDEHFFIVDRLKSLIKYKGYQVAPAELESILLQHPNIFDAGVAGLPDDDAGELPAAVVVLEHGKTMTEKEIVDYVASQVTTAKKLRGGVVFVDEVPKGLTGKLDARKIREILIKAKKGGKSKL
* hit, by the source's call; x = not tested or not shown.

SMILES | STAT3 blocker | APP transl inh | STAT3 act | NF-kB neuron act | STAT1 blocker | RAM network inh | Hsp70 activator | STAT1 act | APP 5'UTR act | FLuc inhib CS
O=S(=O)(c1ccccc1)N(CC(O)CN1CCCCC1)c1ccccc1 (stereo unspecified) | -2 | 3 | 109 | 0.86 | 7 | 1.3 | -0.4 | 94 | -3 | 0
COC(=O)c1ccc(OC(C)C(=O)c2ccc(C)cc2)cc1 (stereo unspecified) | 4 | -6 | 99 | 0.96 | 6 | 0.7 | -0.1 | 94 | 6 | -2
Cc1ccc(-n2ncc3c(=O)n(CC(=O)NCC4CCCO4)cnc32)cc1 (stereo unspecified) | -4 | 7 | 106 | 1 | -4 | 0.8 | 0.0 | 104 | -7 | 12
Cc1nc(SCC(=O)N2CCN(c3ccccc3)CC2)c2oc3ccccc3c2n1 | 6 | 5 | 100 | 0.48 | 3 | 0.3 | 0.1 | 97 | -5 | 4
O=C(CSc1nnc(Cc2cccs2)n1Cc1ccco1)Nc1cc(Cl)cc(Cl)c1 | 7 | -6 | 98 | 1.2 | 7 | 12* | -0.2 | 94 | 6 | -3
COCC(=O)NCCSc1c(C)[nH]c2ccccc12 | 5 | 18 | 103 | 1.4 | 0 | 0.8 | -0.3 | 100 | -18 | -5
Cc1ccc(N(CC(=O)N/N=C/c2cc(C)n(-c3ccccc3C)c2C)S(C)(=O)=O)cc1 | -12 | 2 | 112 | 0.96 | 1 | 0.4 | -0.3 | 99 | -2 | -1
COc1ccc(NC(=O)CC2SC(=NCc3ccccc3OC)NC2=O)cc1 (stereo unspecified) | 4 | 4 | 101 | 1.1 | -1 | 7.3 | 0.1 | 101 | -4 | -8
Cc1cc(C)n(-c2ccc(-n3ccnc3)nn2)n1 | 12 | -5 | 94 | 1.2 | 5 | 1.3 | -0.2 | 95 | 5 | 5
NC(=O)c1ccccc1O | 3 | -16 | 99 | 1.2 | 2 | 0.7 | 0.0 | 98 | 16 | -9
CCOC(=O)CNC(=O)C1c2cc(OC)c(OC)cc2C(=O)N(C)C1c1ccccc1F (stereo unspecified) | 8 | -13 | 97 | 1.1 | 2 | 0.7 | -0.2 | 100 | 13 | 4
O=C1CC(C(=O)Nc2ccc(Cl)cc2[N+](=O)[O-])C2(CCCCC2)O1 (stereo unspecified) | 2 | -6 | 101 | 1.5 | 7 | 1.8 | -0.2 | 94 | 6 | -6
N#CC1=C(N)C(C#N)(C#N)C2(C(=O)Nc3ccccc32)C2CCCC=C12 (stereo unspecified) | -4 | 2 | 109 | 1.3 | 5 | 2.8 | -0.3 | 96 | -2 | -1
CC1(C)C2CCC1(C)C(OCC[N+](C)(C)CC(=O)OC1CCCCC1)C2 (stereo unspecified) | 5 | 10 | 97 | 1.1 | 23 | 0.6 | -0.3 | 79 | -10 | -5
COc1ccc(NC(=O)Nc2cccc(C(=O)N3CCOCC3)c2)cc1OC | 9 | 7 | 98 | 1 | 0 | 0.6 | -0.4 | 100 | -7 | 6
CC1CCCN(CCCNC(=O)c2coc3nc4ccccc4nc23)C1 (stereo unspecified) | 2 | x | 103 | 0.99 | 1 | 1.4 | -0.4 | 99 | x | 1
CC(=O)c1c(Nc2ccc3c(c2)OCCO3)oc(C)cc1=O | 5 | -34 | 100 | 1.4 | -10 | -0.7 | -0.3 | 109 | 34 | 13
CC(C)Cc1nc2ccc(N)cc2[nH]1 | 9 | 18 | 93 | 1.4 | 1 | 0.8 | -0.3 | 100 | -18 | -7
CCOC(=O)C1=C(C)Nc2nc(SCc3cccnc3)nn2C1c1ccc(OC)cc1 (stereo unspecified) | 22 | 14 | 86 | 0.66 | -1 | 3.7 | 0.1 | 100 | -14 | -7
O=C(Cn1cnc2c(nnn2Cc2ccc(F)cc2)c1=O)NCc1ccc2c(c1)OCO2 | -2 | 8 | 105 | 1 | 2 | 3.9 | 0.1 | 98 | -8 | -5
CCc1nc2ccccc2c(NC(=O)CN2CCC(C)CC2)c1C | 3 | 3 | 102 | 0.9 | 9 | -0.1 | -0.2 | 92 | -3 | 0
O=S(=O)(Cc1ccccc1)N1CCN(Cc2ccc3c(c2)OCO3)CC1 | 2 | 11 | 98 | 1 | -1 | 0.7 | -0.1 | 104 | -11 | -5
CC(C)N(C(=O)Cn1c(SCC(=O)Nc2nccs2)nc2ccccc21)C(C)C | 1 | -7 | 102 | 1.8 | -5 | 4.7 | -0.2 | 104 | 7 | -7
COc1ccc(OC)c(NC(=O)CSc2ncccn2)c1 | 13 | 7 | 94 | 1 | -5 | 2.4 | -0.2 | 104 | -7 | 5
COC(=O)[C@@]1(Cc2ccc(F)cc2)[C@H]2c3cc(C(=O)N4CCCC4)n(Cc4ccc(C(F)(F)F)nc4)c3C[C@H]2CN1C(=O)c1ccccc1 | -6 | -2 | 103 | 0.83 | 8 | 4.7 | -0.2 | 93 | 2 | 0
COc1ccc(CNC(=O)c2ccc[nH]2)cc1Cl | 16 | 12 | 94 | 0.94 | -2 | 2.5 | 0.3 | 100 | -11 | -9
O=C(COc1ccc(Cl)cc1)Nc1ccc2oc(-c3ccncc3)nc2c1 | 32 | -1 | 77 | 1.2 | -1 | 1.6 | -0.5 | 101 | 1 | -9
Cc1ccc2[nH]c(=O)c(CN(Cc3cccs3)C(=S)NCC3CCCO3)cc2c1 (stereo unspecified) | 5 | 7 | 98 | 0.52 | 0 | 5.3 | 0.0 | 100 | -7 | -6
CCOC(=O)c1c(C)[nH]c(C2=NNC(=Nc3ccc(OCC)cc3)SC2)c1C | 60* | 4 | 51 | 1.3 | 29 | 1.8 | -0.4 | 75 | -4 | -5
O=C(NC(Cc1ccccc1)C(=O)O)/C(=C\c1ccc(F)cc1)NC(=O)c1ccccc1 (stereo unspecified) | -33 | -20 | 126 | 0.9 | 9 | 0.1 | -0.4 | 92 | 20 | -12
CCn1c(COc2cccc(C)c2)nnc1SCC(=O)Nc1cccc(C(=O)OC)c1 | 5 | -13 | 99 | 0.9 | 7 | 4.8 | -0.3 | 94 | 13 | -4
CCn1cc(/C=C/C(=O)Nc2c(C)nn(Cc3ccccc3)c2C)cn1 | 10 | -23 | 98 | 0.9 | 4 | 1.2 | -0.5 | 96 | 23 | -6
Cc1ccc2nc(Nc3nc(CSc4nc5ccccc5s4)cc(=O)[nH]3)nc(C)c2c1 | -3 | 16 | 101 | 1.8 | 1 | 2.0 | 0.2 | 99 | -16 | 2
Cc1[nH]c2ccccc2c1SCC(=O)N1CCN(c2ccccc2)CC1 | 13 | 7 | 96 | 1.1 | 5 | 1.7 | -0.1 | 95 | -7 | -4
C=CCSc1nc(C)c(CC(=O)OCCCC)c(=O)[nH]1 | 12 | 1 | 93 | 1 | -2 | -0.1 | -0.3 | 100 | -1 | -2
C=CCn1c(SCC(=O)c2c(C)[nH]c3ccccc23)nnc1-c1ccncc1 | 10 | 10 | 96 | 1.1 | 9 | 8.0 | -0.3 | 89 | -10 | -1
CC(C)NC(=O)/C(=C\c1cccc([N+](=O)[O-])c1)NC(=O)c1ccccc1 | -1 | -13 | 101 | 1.4 | -1 | 0.7 | -0.1 | 101 | 13 | -5
Cc1c(C(=O)NCC2CCCO2)oc2ccc(S(=O)(=O)N3CCCC3)cc12 (stereo unspecified) | 12 | 7 | 94 | 0.37 | -8 | 6.6 | -0.2 | 106 | -7 | -4
Cc1ccc(-c2nnc3ccc(SCC(=O)NCc4ccco4)nn23)cc1 | -7 | -8 | 108 | 1.1 | 12 | 2.7 | -0.4 | 89 | 8 | -4
Cc1cc(C(=O)Nc2sc3c(c2C#N)CCC3)no1 | 0 | -18 | 101 | 2.3 | -21 | 3.8 | -0.3 | 122 | 18 | 66*
CCOC12NC(=O)CC(=O)N1C(c1ccccc1)=CS2 (stereo unspecified) | 0 | 13 | 104 | 1.3 | -16 | 9.9* | 0.1 | 116 | -13 | 1
CC1(C2CC2)NC(=O)NC1=O (stereo unspecified) | -5 | 9 | 107 | 0.98 | -1 | 1.2 | -0.1 | 101 | -9 | -2
CC1(C)C(=O)Nc2ccccc2N1C(=O)CSc1ncccn1 | 1 | -15 | 102 | 1.1 | -28 | 1.3 | -0.1 | 123 | 15 | -4
COCC(C)NC(C(=O)Nc1ccc(C)c(Cl)c1)c1ccccc1 (stereo unspecified) | -1 | -3 | 98 | 1.1 | 4 | -0.6 | -0.2 | 96 | 3 | -7
CCc1noc(C)c1C(=O)N1CCOCC1 | -9 | -14 | 107 | 1.1 | 1 | 0.7 | -0.3 | 99 | 14 | -9
COc1ccc(C(=O)Oc2cc(/C=N/NC(N)=S)ccc2OC)cc1 | 10 | 16 | 96 | 1.2 | -4 | 2.4 | -0.1 | 104 | -16 | -3
Cc1cc(NC(=O)c2cc(CC(C)C)on2)no1 | -12 | -7 | 109 | 1.7 | -29 | 0.2 | 0.1 | 124 | 7 | 25
O=[N+]([O-])c1cc(/C=N/N/C(=N/c2ccccn2)c2ccccn2)ccc1O | 6 | -44 | 98 | 1.4 | -24 | -0.7 | 0.4 | 120 | 44 | 1

Look-ups from the list:
CCOC12NC(=O)CC(=O)N1C(c1ccccc1)=CS2 (stereo unspecified) in NF-kB neuron act reads 1.3
O=[N+]([O-])c1cc(/C=N/N/C(=N/c2ccccn2)c2ccccn2)ccc1O in Hsp70 activator reads 0.4

New compounds follow.
SMILES | STAT3 blocker | APP transl inh | STAT3 act | NF-kB neuron act | STAT1 blocker | RAM network inh | Hsp70 activator | STAT1 act | APP 5'UTR act | FLuc inhib CS
COc1cccc(CC2(CO)CCCN(Cc3ccc(CO)o3)C2)c1 (stereo unspecified) | 2 | -19 | 109 | 1.2 | 3 | 1.5 | 0.0 | 96 | 19 | -5
Cc1cccc(OCCOC(=O)Nc2ccccc2)c1 | 6 | -19 | 98 | 1.2 | -4 | 2.7 | -0.2 | 104 | 19 | -3
Cc1cccc(Nc2nc3c(S(=O)(=O)c4ccccc4)nnn3c3ccccc23)c1C | -6 | 7 | 105 | 1 | -4 | 8.2 | -0.1 | 104 | -7 | -10
CCOC(=O)C1=C(C)OC(N)=C(C#N)C1c1cc(C)sc1C (stereo unspecified) | 9 | -6 | 96 | 0.93 | 2 | 0.3 | 0.0 | 98 | 6 | -6
Cc1ccccc1Nc1nc(N)nc(CSc2nnc3sc4ccccc4n23)n1 | -11 | 1 | 110 | 0.89 | 3 | 0.6 | 0.1 | 98 | -1 | -8
O=C(Nc1cccc(S(=O)(=O)Nc2ccc(Cl)cc2)c1)c1cc2c(s1)CCCC2 | -11 | 0 | 105 | 0.71 | 5 | 4.4 | -0.6 | 96 | 0 | -5
COC(=O)C1C(=O)NCC1c1ccc(C)cc1 (stereo unspecified) | 4 | -7 | 97 | 1.2 | 8 | 0.7 | -0.3 | 92 | 7 | -6
CC1CCCCN1C(=O)Cn1c(=O)n(C2CCCCC2)c(=O)c2ccccc21 (stereo unspecified) | 7 | -21 | 99 | 0.97 | 0 | 3.1 | -0.1 | 100 | 21 | -7
COc1cccc(NC(=O)CSc2nc3ccccc3c3nc4ccccc4n23)c1 | 13 | -6 | 91 | 1 | 6 | 2.1 | -0.4 | 95 | 6 | -3
COCc1[nH][nH]c(=O)c1C=Nc1ccc(Oc2ccccc2)cc1 | 6 | -23 | 98 | 0.99 | 14 | 0.8 | 0.0 | 87 | 23 | -8
